ABCB6 inh MLPCN: ABCB6 transporter inhibitors, primary screen, K562-ABCB6 cells, flow cytometry, MLPCN library. K562-ABCB6 porphyrin accumulation, 1 h; hits give low values. fluorescence ratio to DMSO, % at 10 µM. 360,000 compounds, 0.19% hits. AID 602162, 2011;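 active = fluorescence ratio to DMSO below 75%, the collection mean minus 3 SD; inconclusive = too few cells collected in the well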;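 note: signal is porphyrin accumulated inside mitochondria; 100% equals median channel fluorescence of DMSO control wells; lower ratio means ABCB6 inhibition with less porphyrin fluorescence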
Target sequence (Q9NP58 whole entry, looked up): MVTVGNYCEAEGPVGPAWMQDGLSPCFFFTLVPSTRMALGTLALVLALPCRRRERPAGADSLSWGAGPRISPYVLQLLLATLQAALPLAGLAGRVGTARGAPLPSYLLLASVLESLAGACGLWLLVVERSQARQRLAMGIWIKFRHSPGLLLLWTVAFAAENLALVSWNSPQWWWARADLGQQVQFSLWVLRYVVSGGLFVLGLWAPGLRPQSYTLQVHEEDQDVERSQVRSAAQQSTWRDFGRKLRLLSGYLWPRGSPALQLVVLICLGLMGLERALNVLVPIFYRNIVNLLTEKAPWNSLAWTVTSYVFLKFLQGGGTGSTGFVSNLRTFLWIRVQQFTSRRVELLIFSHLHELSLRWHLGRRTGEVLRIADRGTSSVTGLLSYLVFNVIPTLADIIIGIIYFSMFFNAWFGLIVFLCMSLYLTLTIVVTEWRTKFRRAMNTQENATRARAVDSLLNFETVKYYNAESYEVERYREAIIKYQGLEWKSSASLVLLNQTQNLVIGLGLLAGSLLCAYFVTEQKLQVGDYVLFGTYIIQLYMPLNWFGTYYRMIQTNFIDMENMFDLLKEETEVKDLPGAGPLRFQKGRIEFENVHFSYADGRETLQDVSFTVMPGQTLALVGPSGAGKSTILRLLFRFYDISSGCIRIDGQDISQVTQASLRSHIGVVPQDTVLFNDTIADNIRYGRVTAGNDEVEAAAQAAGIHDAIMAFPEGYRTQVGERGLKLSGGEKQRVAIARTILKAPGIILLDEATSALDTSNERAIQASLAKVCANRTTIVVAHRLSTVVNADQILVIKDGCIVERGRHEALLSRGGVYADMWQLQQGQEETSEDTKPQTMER
ABHD5-PLIN5 inh: ABHD5-PLIN5 interaction inhibitors, primary screen, cell lysate, split luciferase complementation, luminescence; Perilipin-5 (Homo sapiens) + 1-acylglycerol-3-phosphate O-acyltransferase ABHD5 (Homo …; Split G. princeps luciferase complementation, 4 h; inhibition, % at 4 µM; 360,000 compounds, 0.78% hits; AID 602281, 2012;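 active = inhibition above the mean inhibition across every tested compound plus 3 SD, cut at about 22% in these data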;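 note: 0% = DMSO only wells and the 100% control is not disclosed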
N-glyco inh: increase of ERlucT glycosylation luciferase signal, primary screen, N-linked glycosylation inhibitor project, D54 ERlucT cells, luminescence, set 2. reporter increase, % at 12.5 µM. 360,000 compounds, 0.23% hits. D54 ERlucT glycosylation luciferase reporter, 24 h; percent of 100 nM tunicamycin response. AID 588692, 2011;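 active = mean luciferase reporter signal, scaled so untreated is 0 and the glycosylation-blocking control 100, at or above a set limit in every replicate; inconclusive = mean reaches the limit but not every replicate does; inactive = mean below the limit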;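 note: luciferase carries N-glycosylation sites so blocking glycosylation raises the light; 0% = median of neutral control wells and 100% = median of 100 nM tunicamycin wells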
TLR9-MyD88 inh: inhibitors of TLR9-MyD88 association in cells, primary screen, cell-based, CHO, BLA complementation, fluorescence; Toll-like receptor 9 (Homo sapiens) + Myeloid differentiation primary response protein …; CCF4 FRET ratio; AID 504734, 2011; 340,000 compounds, 0.21% hits; inhibition, % at 4.98 µM;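 active = inhibition above the mean over all tested compounds plus 3 SD, cut at about 21% in these data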;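 note: 0% = DMSO only wells and 100% = clavulanate BLA inhibitor control wells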
NOD2-RIPK2 inh: NOD2-RIPK2 binding disruptors in cells, primary screen, fluorescence, CHO cells, BLA complementation; Receptor-interacting serine/threonine-protein kinase 2 (Homo sapiens), O43353; inhibition, % at 4.98 µM; 360,000 compounds, 0.38% hits; CCF4 ratio; in the data active = inhibition above about 21%;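 note: 0% = vehicle only and 100% = reference blocker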
aDG glyco act: activators of alpha-DG glycosylation, primary screen, uHTS, Pro5-aDG cells, AlphaScreen | alpha-DG glycosylation AlphaScreen (IIH6); 0% Pro5, 100% B10-LARGE cell signal | 360,000 compounds, 0.22% hits | activation, % at 10 µM | AID 624168, 2012;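 active = activation of at least 8% versus controls, or a plate z-score of at least 8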;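 note: Pro5 are CHO cells carrying HIG-tagged alpha-DG that lacks glycosylation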
MC4R antagonist: MC4R antagonists of cAMP signaling, primary screen, cell-based, TR-FRET, antagonist arm of biased-ligand search; 360,000 compounds, 0.48% hits; inhibition, % at 6.5 µM; Melanocortin receptor 4 (Homo sapiens), P32245; MC4R-expressing cells, MTII-stimulated cAMP, LANCE TR-FRET;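 active = inhibition above its plate's cutoff, the mean of tested wells on that plate plus 3 SD, cut at about 29% in these data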;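 note: 0% = Melanotan II alone and 100% = Melanotan II plus saturating MCL0020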
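Test system: U2OS cells stably expressing human melanocortin 4 receptor (MC4R); also added: Melanotan II challenge; compound: 6.5 µM single dose; timing: 30-min compound preincubation, 1-h Melanotan II challenge, 1-h detection, room temperature; signal: Eu-cAMP/anti-cAMP TR-FRET, emission 671 nm; repeats: one well per compound, no replicates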
MC4R ag barr: MC4R agonists recruiting beta-arrestin, primary screen, cell-based, luminescence, agonist arm of biased-ligand search; 360,000 compounds, 0.98% hits; activation, % at 8.9 µM; U2OS MC4R beta-arrestin complementation; percent of melanotan II response, DMSO zero; Melanocortin receptor 4 (Homo sapiens), P32245;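 active = activation above a per-plate cutoff, the mean activation of sample wells on that plate plus 3 SD, cut at about 8% in these data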
Granule exo inh: LAMP-1 surface exposure blockers, TALL-104 cells – cell-based, flow cytometry, MLPCN library, primary screen; TALL-104 LAMP-1 surface exposure; cells stimulated with thapsigargin and PMA; 360,000 compounds, 0.66% hits; AID 651702, 2012; inhibition, % at 10 µM;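 active = inhibition above about 55%, limit read from the data; inconclusive = no clear call, values can overlap the other calls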
Vif imaging: HIV Vif self-association inhibitors, primary screen, imaging, HEK293T, single point; inhibition, % at 7.49 µM; HEK293T cells, Vif self-association by quenched fluorescence, 24 h; 340,000 compounds, 0.35% hits; AID 602346, 2012; in the data active = inhibition above about 50%, passing the limit was not always enough; inconclusive = no clear call, values can overlap the other calls; inactive = below about 31%; note: some results filed as inactive read as strong as hits
Active calls of the source: *; ? = inconclusive; . = not tested or not shown. This is a subset; rates above refer to the full screens.

SMILES | ABCB6 inh MLPCN | ABHD5-PLIN5 inh | N-glyco inh | TLR9-MyD88 inh | NOD2-RIPK2 inh | aDG glyco act | MC4R antagonist | MC4R ag barr | Granule exo inh | Vif imaging
COc1ccc(C2c3cc(OC)c(OC)cc3CCN2C(=O)c2ccccc2)cc1OC (configuration not stated) | 102 | 7 | 0 | 1 | -1 | -0.2 | 20 | 1.6 | -3 | 9
Cc1c(C(=O)N2CCN(S(C)(=O)=O)CC2)oc2ccccc12 | 99 | 5 | -1 | 5 | 1 | 0.0 | 12 | -2.1 | -7 | 3
C/C(=N\NC(=O)c1cc(-c2ccc(O)cc2)nc2ccccc12)c1cccnc1 | 94 | 5 | 5 | -12 | -16 | -0.3 | -3 | -2.0 | 2 | .
COC(=O)c1cc(S(=O)(=O)N2CCN(C3CCCCC3)CC2)c[nH]1 | 98 | 3 | -1 | -6 | -7 | -0.2 | 10 | -0.4 | 5 | 15
O=C(CS(=O)CC(=O)N(CC(=O)NC1CCCC1)C1CCCCC1)Nc1ccc(F)cc1 (configuration not stated) | 102 | -1 | -1 | -12 | -4 | -0.2 | 9 | -1.2 | -6 | 5
C#Cc1ccc([C@@H]2C=C(C(=O)NCc3ccccc3)O[C@H](OCCCCO)C2)cc1 | 95 | 10 | 1 | -7 | 1 | -0.1 | 7 | -1.5 | -1 | -1
COc1ccc(OC)c(CN2CCCC(C(=O)N3CCCCC3)C2)c1 (configuration not stated) | 95 | 3 | 1 | 6 | -3 | 0.0 | 0 | -1.1 | -7 | 5
COc1cccc(/C=N/NC(=O)C[n+]2ccccc2)c1OC | 97 | -2 | 1 | -5 | -2 | 0.3 | 19 | 0.2 | -1 | 7
Cc1ccc(C(=O)NC(=S)Nc2ccc(N3CCOCC3)cc2)cc1C | 100 | -2 | 0 | -5 | -2 | 0.1 | 11 | 0.1 | 1 | -4
O=C(COC(=O)CCC1CCCC1)Nc1cc(S(=O)(=O)N2CCOCC2)ccc1Cl | 93 | 11 | -2 | 0 | -2 | -0.2 | 6 | -0.3 | 2 | 0

A second format for some results above:
SMILES	ABCB6 inh MLPCN	ABHD5-PLIN5 inh	N-glyco inh	TLR9-MyD88 inh	NOD2-RIPK2 inh	aDG glyco act	MC4R antagonist	MC4R ag barr	Granule exo inh	Vif imaging
C/C(=N\NC(=O)c1cc(-c2ccc(O)cc2)nc2ccccc12)c1cccnc1	94	5	5	-12	-16	-0.3	-3	-2.0	2	.
COC(=O)c1cc(S(=O)(=O)N2CCN(C3CCCCC3)CC2)c[nH]1	98	3	-1	-6	-7	-0.2	10	-0.4	5	15
O=C(CS(=O)CC(=O)N(CC(=O)NC1CCCC1)C1CCCCC1)Nc1ccc(F)cc1 (configuration not stated)	102	-1	-1	-12	-4	-0.2	9	-1.2	-6	5
C#Cc1ccc([C@@H]2C=C(C(=O)NCc3ccccc3)O[C@H](OCCCCO)C2)cc1	95	10	1	-7	1	-0.1	7	-1.5	-1	-1
COc1ccc(OC)c(CN2CCCC(C(=O)N3CCCCC3)C2)c1 (configuration not stated)	95	3	1	6	-3	0.0	0	-1.1	-7	5
COc1cccc(/C=N/NC(=O)C[n+]2ccccc2)c1OC	97	-2	1	-5	-2	0.3	19	0.2	-1	7
Cc1ccc(C(=O)NC(=S)Nc2ccc(N3CCOCC3)cc2)cc1C	100	-2	0	-5	-2	0.1	11	0.1	1	-4
O=C(COC(=O)CCC1CCCC1)Nc1cc(S(=O)(=O)N2CCOCC2)ccc1Cl	93	11	-2	0	-2	-0.2	6	-0.3	2	0

Remaining list, next part:
SMILES | ABCB6 inh MLPCN | ABHD5-PLIN5 inh | N-glyco inh | TLR9-MyD88 inh | NOD2-RIPK2 inh | aDG glyco act | MC4R antagonist | MC4R ag barr | Granule exo inh | Vif imaging
Cn1c(=O)c2c(ncn2CC(=O)N2CCN(c3ccccc3F)CC2)n(C)c1=O | 97 | -1 | 4 | 2 | -4 | 0.1 | 4 | -1.3 | 1 | -9
CCCCN(CC)c1nc(N)c2c(N)nc(OCC)cc2c1C#N | 101 | -39 | 6 | 8 | -4 | 0.7 | -17 | -3.0 | 8 | 2
COC(CNC(=O)c1cccc(-n2c(=S)[nH]c3cc(Cl)ccc3c2=O)c1)OC | 97 | 1 | 0 | 1 | 7 | 0.0 | 14 | -2.7 | -2 | 3
COc1cccc(OC)c1C(=O)NCCNc1nc2cc(C)cc(C)c2cc1C#N | . | 2 | . | . | 0 | 0.0 | . | . | -9 | .
CC(C)C(C(=O)NC1CCCCC1)N(CC1CCCO1)C(=O)CNS(=O)(=O)c1ccc(F)cc1 (configuration not stated) | 99 | -4 | -1 | -10 | 1 | 0.1 | 7 | 1.6 | 6 | -4
COc1cc(NC(=S)NC2CC2)c(OC)cc1Cl | 92 | -5 | -1 | -4 | -6 | -0.1 | -5 | -2.9 | -2 | -3
CO/N=C(/COc1ccc(F)cc1)c1ccc(OC)cc1 | 94 | -10 | -4 | -5 | -2 | 0.2 | 3 | 8.2 | -8 | -1
Cc1ccc(/C=N/N2CCN(c3ccccn3)CC2)o1 | 96 | 12 | 1 | 4 | 5 | 0.0 | 4 | 1.9 | -5 | 8
COc1ccc(-c2csc(/C(C#N)=C/Nc3cc4oc5ccccc5c4cc3OC)n2)cc1 | 97 | 1 | -3 | -3 | 3 | 2.2 | 10 | -1.1 | 0 | 7
Cc1cc(NCc2cccnc2)nc(N)n1 | 99 | 6 | 2 | 3 | 4 | -0.1 | -1 | 0.7 | -2 | 5
CC(C)Oc1ccc(F)cc1-c1cc(C(=O)NCc2cc(C(F)(F)F)cc(C(F)(F)F)c2)[nH]n1 | 99 | -5 | -4 | . | 3 | 0.4 | 19 | -1.9 | 0 | .
CCCOc1ccc(/C(O)=C2/C(=O)C(=O)N(CCCn3ccnc3)C2c2cccs2)cc1 (configuration not stated) | 95 | 0 | 0 | 1 | -11 | 0.7 | 18 | 0.5 | -2 | -14
CC(=O)C1=C(O)C(=O)N(c2cccc(C(=O)O)c2)C1c1ccccc1F (configuration not stated) | 98 | 13 | 1 | -6 | -1 | 0.0 | 4 | -0.9 | -8 | -6
COc1ccc(OC)c(NC(=O)COc2ccc(Br)cc2)c1 | 100 | 3 | -2 | -6 | -6 | -0.1 | 8 | 2.5 | -3 | 16
CSc1ccc(Cn2nnc(C(=O)NCCc3ccc(Cl)cc3)c2N)cc1 | 97 | 1 | 1 | -2 | -1 | -0.1 | 1 | -0.1 | 2 | 23
CSCC[C@H](NC(=O)c1cccs1)c1nnc2ccccn12 | 93 | 2 | -1 | -4 | -4 | 1.4 | 2 | 0.1 | -5 | 12
CC(C)(C)NC(=O)NC(=O)COC(=O)CCC1CCCCC1 | 87 | -5 | 0 | 2 | -7 | 0.0 | 14 | 4.1 | 0 | 1
S=C(Nc1ccccc1)N1CCCCCC1 | 98 | 4 | 0 | 2 | 4 | 0.0 | 6 | -0.5 | -2 | 5
COc1cccc(N2CCN(C3CC(=O)N(c4ccc(C)c(Cl)c4)C3=O)CC2)c1 (configuration not stated) | 96 | 6 | 0 | -4 | 0 | -0.2 | 4 | 1.7 | 0 | -7
Cc1cccc(Oc2ccccc2NC(=O)CN2C(=O)NC3(CCCC3)C2=O)c1 | 97 | 9 | -2 | 1 | -2 | -0.2 | 5 | 1.2 | -2 | .
O=C(Nc1ccc2c(c1)OCO2)c1cccc(S(=O)(=O)N2CCOCC2)c1 | 106 | 1 | 2 | -3 | -5 | 0.0 | 0 | -1.9 | -8 | -7
COc1ccc(-n2c(SCC(=O)NCC3CCCO3)nc3c([nH]c4ccccc43)c2=O)cc1OC (configuration not stated) | 97 | 3 | 4 | -2 | 6 | -0.1 | -1 | -1.6 | ? | 4
C=CCn1c(COc2ccc(CC)cc2)nnc1SC/C(O)=C(\C#N)c1nc2ccccc2[nH]1 | 98 | -6 | 4 | -3 | -9 | 0.1 | 5 | -0.3 | 0 | -20
Cc1ccccc1NC(=S)NCCC(c1ccccc1)c1ccccc1 | 96 | -12 | 1 | 4 | 4 | 1.6 | 1 | -2.2 | 0 | 2
O=C1N(Cc2cccc(Cl)c2)C[C@@H]2C[C@@H](c3ccccn3)N3CCC[C@@]123 | 101 | 2 | 5 | -3 | -8 | -0.1 | 16 | 1.1 | 1 | 7
COc1ccc(NC(=S)c2ccc3ccccc3n2)cc1 | 96 | -7 | 0 | -7 | 10 | 0.0 | -1 | -0.2 | -3 | -5
Cc1ccc(C)c(N(CC(=O)NCCC2=CCCCC2)S(C)(=O)=O)c1 | 90 | 3 | -2 | 6 | -4 | 0.1 | 5 | -0.8 | 0 | 18
O=C(CN1C(=O)NC2(CCCCCC2)C1=O)Nc1ccc(Cl)cc1Cl | 92 | 1 | 3 | 5 | -3 | 0.0 | -4 | -0.5 | 31 | 2
COc1cc(S(=O)(=O)N(C)C)ccc1Br | 99 | -7 | -1 | -11 | -5 | -0.2 | -4 | -2.3 | 2 | 2
Cc1ccc(C(=O)OCC(=O)N2CCOCC2)c(C)c1 | 100 | 1 | 0 | 3 | 9 | -0.1 | 6 | -1.0 | 6 | 5
O=C(Nc1ccc(F)cc1F)c1ccc(-n2cccn2)nc1 | 106 | 0 | -1 | -1 | -10 | -0.1 | -1 | -1.4 | 4 | 1
CC1CC(=O)Nc2ccccc2N1C(=O)CN1C(=O)C(=O)N(C)C1=O (configuration not stated) | 98 | -4 | -1 | -2 | 0 | -0.2 | -4 | -1.0 | 2 | 1
CC1CCN(c2ccc3c(c2)S(=O)(=O)c2cccc(C(=O)O)c2C3=O)CC1 | 112 | 9 | 0 | 12 | 2 | -0.1 | 3 | -1.7 | 0 | -1
CC1C/C(=N/O)C(C)CN1 (configuration not stated) | 94 | 5 | 1 | 4 | -8 | 0.0 | 7 | 0.4 | 6 | -10

Assay outcomes from PubChem.
